STAT1 inh – STAT1 signaling inhibition | NIH 3T3 STAT1-luciferase reporter, IFN-gamma, luminescence | inhibition, % at 5.5 µM | hit rate 0.35% among 200,000 | AID 920;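 active means inhibition above a set limit, the mean inhibition across all tested compounds plus 3 SD, cut at about 34% in these data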;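 further: 0% = IFN-gamma with DMSO and 100% = IFN-gamma with 300 µM nifuroxazide; values of inactives mirror those of a sister screen read the other way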
STAT3 inh – STAT3 signaling inhibition; U3A cells, IL-6 STAT3-luciferase reporter, luminescence; host cell line lacks STAT1; inhibition, % at 5.5 µM; hit rate 0.89% among 190,000;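 active means inhibition above the mean inhibition across all screened compounds plus 3 SD, cut at about 44% in these data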;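 further: 0% = DMSO only wells and 100% = 100 µM nifuroxazide control wells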
PPARg SRC2 recr – agonists of SRC-2 recruitment by human PPARgamma. PPARgamma LBD-SRC-2 recruitment, biochemical. hit rate 0.34% among 200,000. AID 1032. activation, % at 8 µM; in the data active means activation above about 22%;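 further: 0% = vehicle and 100% = reference agonist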
Target sequence (P37231 whole entry, looked up, the tested form may be a part): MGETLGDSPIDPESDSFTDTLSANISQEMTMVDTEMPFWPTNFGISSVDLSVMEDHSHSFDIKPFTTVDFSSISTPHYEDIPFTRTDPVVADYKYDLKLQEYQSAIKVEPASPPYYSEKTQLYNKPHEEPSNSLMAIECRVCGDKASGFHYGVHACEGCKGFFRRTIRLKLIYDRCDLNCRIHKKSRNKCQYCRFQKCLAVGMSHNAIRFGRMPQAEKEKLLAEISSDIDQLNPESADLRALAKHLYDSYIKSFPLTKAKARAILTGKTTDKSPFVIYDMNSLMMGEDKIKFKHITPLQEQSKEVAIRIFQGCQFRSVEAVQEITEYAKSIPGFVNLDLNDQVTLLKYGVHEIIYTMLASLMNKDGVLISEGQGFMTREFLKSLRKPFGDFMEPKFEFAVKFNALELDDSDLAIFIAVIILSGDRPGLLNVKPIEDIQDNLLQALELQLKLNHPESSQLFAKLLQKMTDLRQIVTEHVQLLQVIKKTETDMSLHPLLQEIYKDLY
TNAP act hiacc – TNAP (human) activation, high acceptor; P05186; 200,000 tested, under 10 active; activation factor at 20 µM; purified TNAP, CDP-star luminescence, 1 M DEA, 30 min; active compounds read high; 0 = EDTA background, 1 = DMSO-only activity;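 active means activation factor at least 2 at 20 µM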
Target sequence (P05186 whole entry, looked up): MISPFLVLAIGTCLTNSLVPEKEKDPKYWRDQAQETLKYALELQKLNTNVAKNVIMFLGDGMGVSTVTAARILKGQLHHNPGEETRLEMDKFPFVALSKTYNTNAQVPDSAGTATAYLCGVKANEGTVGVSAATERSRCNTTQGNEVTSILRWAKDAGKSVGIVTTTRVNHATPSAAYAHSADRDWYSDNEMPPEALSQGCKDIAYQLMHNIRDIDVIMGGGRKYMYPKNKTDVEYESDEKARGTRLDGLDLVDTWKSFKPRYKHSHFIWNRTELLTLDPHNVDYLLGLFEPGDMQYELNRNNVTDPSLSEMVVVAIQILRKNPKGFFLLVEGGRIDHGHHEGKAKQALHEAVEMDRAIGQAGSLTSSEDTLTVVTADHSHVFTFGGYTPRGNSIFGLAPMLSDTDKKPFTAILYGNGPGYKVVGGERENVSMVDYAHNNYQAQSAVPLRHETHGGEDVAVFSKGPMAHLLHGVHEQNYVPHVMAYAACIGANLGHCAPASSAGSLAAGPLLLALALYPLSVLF
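Measured by: Luminescent substrate turnover signal | Test system: Human TNAP | Input: TNAP 1/800 final | Dosing: 20 µM single point | Schedule: 30 min, room temperature | Controls: EDTA wells as negative control, DMSO wells as positive control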
SRC2 TRFRET art – counter-screen for PPARgamma SRC-2 recruitment agonists: TR-FRET artefact | active compounds read high | TR-FRET ratio at 8 µM | hit rate 0.4% among 200,000 | AID 1049; in the data active means TR-FRET ratio above about 2000; further: inactives centre near 1500
ROMK mod – human ROMK K+ channel modulation, primary screen; Tet-inducible ROMK, thallium flux fluorescence; actives lie on both sides; B-score at 10 µM; hit rate 2% among 130,000; P48048; AID 1918;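 active means signal ratio slope over the read window, or its plate-corrected B-score, at least 3 SD from the plate mean, either direction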;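 further: B-score of the F/F0 ratio slope over 7 to 12 s after thallium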
bIAP activator – increases bovine intestinal alkaline phosphatase activity; purified bovine IAP, CDP-star luminescence, 30 min; active compounds read high; fold of DMSO-control signal, blank-subtracted; activation factor at 20 µM; hit rate 0.17% among 200,000;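 active means activation factor of 2 or more at 20 µM, a signal rise over negative controls twice the positive control's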
PPARg SRC1 recr – promotes SRC-1 coactivator recruitment by human PPARgamma | P37231 | PPARgamma-SRC-1 coactivator recruitment biochemical assay | activation, % at 8 µM | hit rate 0.41% among 200,000 | AID 631; in the data active means activation above about 19%;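 further: 0% = DMSO and 100% = reference agonist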
bIAP inh – intestinal alkaline phosphatase (bovine) inhibition; AID 1019; inhibition, % at 20 µM; 190,000 tested, under 10 active; purified bovine IAP, CDP-star luminescence, 30 min;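 active means over 50% inhibition of intestinal alkaline phosphatase at 20 µM in the single-dose screen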
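test system = bovine IAP enzyme | medium = DEA buffer 100 mM, pH 9.8, with MgCl2 1.0 mM, ZnCl2 0.02 mM | detection = luminescence | dosing = single compound dose of 20 µM, 2% DMSO final | incubation = 30 min reaction at room temperature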
STAT3 activator – activators of IL-6 induced STAT3 signaling. U3A cells, IL-6 STAT3-luciferase reporter, luminescence; 100% = signal with IL-6 EC80 alone. activation (% of control), % at 5.6 µM. hit rate 0.91% among 190,000. AID 871;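 active means activation above the screen-wide mean of compound activation plus 3 SD, cut at about 130% in these data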;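 further: 0% = background luminescence of wells with medium and substrate only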
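Material: STAT3-luciferase reporter U3A cells; Probe or stimulus: IL-6 (33 ng/mL); Incubation: compound pre-incubation 1 h before IL-6, then 6 h stimulation at 37 °C; Technique: luminescence from STAT3-driven luciferase reporter; Evaluation: % activation versus median of IL-6-stimulated wells; Controls: IL-6-only high control.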
PPARg SRC3 recr – agonists of human PPARgamma SRC-3 coactivator recruitment; P37231; biochemical PPARgamma/SRC-3 coactivator recruitment assay; activation, % at 8 µM; hit rate 0.26% among 200,000; AID 731; in the data active means activation above about 23%;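 further: 0% = DMSO and 100% = reference agonist; some compounds past the cut are filed as inactive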
An asterisk follows results filed as active; . = no result given.

SMILES	STAT1 inh	STAT3 inh	PPARg SRC2 recr	TNAP act hiacc	SRC2 TRFRET art	ROMK mod	bIAP activator	PPARg SRC1 recr	bIAP inh	STAT3 activator	PPARg SRC3 recr
Cc1ccc(S(=O)(=O)C(c2ccccc2)c2c(C)noc2C)cc1 (stereo unspecified)	7	-2	3	1	1610	0.15	0.8	0	24	103	2
O=C(N/N=C\c1ccc(Br)cc1)c1ccc(Cn2cccn2)o1	-20	-6	-8	1.1	1528	-0.6	1	4	-3	108	4
CCCCNC(=O)N1CCN(c2ccccc2OCC)CC1	1	10	0	1.1	1476	-0.33	1.1	-6	-7	94	0
Cc1ccc[n+](-c2[nH]c(=O)sc2/C=N/NC(=O)c2ccccc2[O-])c1	0	7	9	0.9	1600	.	0.8	2	16	94	2
COc1cccc(C(=O)Nc2ccc3c(c2)C(=O)c2ccccc2C3=O)c1	-8	17	7	1	1730	-0.17	0.7	7	29	86	0
Cc1cccc(C)c1NC(=S)N/N=C/c1ccc(OCCC(C)C)cc1	-6	-6	-3	1	1487	0.36	0.8	-1	19	104	-14
COc1cc2nc(SCC(=O)NCc3ccco3)n(Cc3ccc(Cl)cc3)c(=O)c2cc1OC	2	1	0	1.1	1619	.	1.2	10	-18	104	8
CCOC(=O)C1=C(C)N=C2SCCC(=O)N2[C@@H]1/C=C/c1ccccc1	4	10	11	1	1559	.	1	-2	-1	95	1
CC1CCN(c2nc(N3CCCCC3)nc(N3CCCCC3)n2)CC1	-3	5	-3	1.1	1450	.	1.1	5	-7	100	0
CCOC(=O)c1cnc(-n2nc(C)cc2C)nc1NNc1cc(C)nc(-c2ccccc2)n1	6	-7	2	0.9	1595	1.2	0.9	1	6	110	6
COc1ccc(NC(=O)/C(=C\c2cc(OC)c(OC)cc2[N+](=O)[O-])NC(=O)c2ccccc2)cc1	7	11	12	1	1471	0.3	0.9	5	7	96	-1
O=C(COc1ccccc1Cl)Nc1cccnc1	-17	15	-4	1.1	1513	1.8	1	-2	2	97	3
CSc1ccccc1NC(=O)CN(c1ccccc1)S(=O)(=O)N(C)C	-3	-5	11	1.1	1637	-0.22	1	-1	4	107	-1
O=C(COC(=O)CC1c2ccccc2CCN1S(=O)(=O)c1ccccc1)Nc1ccccc1 (stereo unspecified)	-2	-4	-9	1	1371	-0.7	1	0	4	107	-3
O=C(Nc1ccccc1)N1CCN(c2ccc(C(F)(F)F)cn2)CC1	7	35	2	1	1331	-1.5	1	7	-5	69	-1
Cc1ccc(-n2nnnc2SCC(=O)N2CCN(C(=O)c3ccco3)CC2)c(C)c1	6	13	-4	1.1	1448	.	1	-1	0	93	-1
S=C(NC1CC1)N1CCN(c2ccc(Cl)cc2)CC1	6	23	-1	1.1	1899	-0.41	0.9	6	8	88	1
Cc1[nH]c2ccccc2c1NC(=O)CN1CCN(c2cccc(C(F)(F)F)c2)CC1	10	-29	-5	1.1	1370	.	1.1	-3	-7	129	3
O=C1CSC(c2cccnc2)N1c1cccc(Cl)c1 (stereo unspecified)	-1	14	2	1	1483	0.12	1.1	-2	-13	97	9
CC1CCC(NC(=O)CC(C)(C)Cc2nc3ccccc3c(=O)[nH]2)CC1 (stereo unspecified)	-9	9	-3	1	1436	.	1.1	3	-5	96	-2
CC1=C(C(=O)Nc2ccc(Cl)cc2)C(c2cccs2)n2nnnc2N1 (stereo unspecified)	8	9	6	1.1	1460	-0.5	1	4	4	96	-4
O=C(CSc1nnc(-c2cccs2)o1)N1CCc2ccccc21	-5	8	6	1	1766	.	0.9	7	6	96	-1
COc1ccc(Br)cc1/C(C)=N/NC1=NCCN1	18	54*	2	1	1497	-1.2	0.9	-1	14	54	4
Cc1cccc(CSc2nc3c(c(=O)[nH]2)CCCC3)c1	-5	12	3	1	1530	0.54	0.9	-4	9	96	1
O=[N+]([O-])c1ccccc1NCCOc1ccccc1	-34	-5	5	0.9	1683	-0.97	0.9	2	8	104	4
Cc1ccc(-n2nc3c(c2NC(=O)/C=C\c2ccc4c(c2)OCO4)CSC3)c(C)c1	5	3	-5	1	1519	0.1	0.8	-7	18	97	1
COC(=O)CC1C(=O)NCCN1C(=O)Nc1ccc(Cl)c(Cl)c1 (stereo unspecified)	7	11	7	1	1720	0.94	0.8	8	20	95	-1
Cc1ccc(NC(=O)CSc2nnc(CN3CCOCC3)n2C)cc1C	-8	4	1	1.1	1615	1.5	1	6	0	99	2
COc1ccc(CNC(=O)C2CCN(C(=O)N(C)C)CC2)c(OC)c1	-3	8	9	1	1562	.	1	4	4	99	4
CC1CCCCN1CCNC(=O)c1cnn2ccccc12 (stereo unspecified)	-4	2	13	1	1656	.	1	-2	-2	106	-2
CCCCOP(=O)(OCCCC)C(Nc1ccccc1)c1ccc2c(c1)OCO2 (stereo unspecified)	-1	-7	-1	1	1532	0.32	0.9	8	6	110	1
COc1ccc(S(=O)(=O)Nc2ccccc2Cl)cc1NC(C)=O	5	0	1	1.1	1594	1.7	1.1	-1	-10	104	3
CCN(CC)S(=O)(=O)c1ccc(OC)c(NC(=O)C2CC(=O)N(c3ccc(C)cc3)C2)c1 (stereo unspecified)	8	12	6	1	1549	.	1	4	-4	95	3
CCOc1ncccc1C(=O)OCC(=O)c1cccc(Br)c1	5	2	-9	1	1651	0.074	1	0	-1	100	0
COc1ccccc1N1CCN(C(=O)c2ccccc2NC(=O)C2CCCCC2C(=O)O)CC1 (stereo unspecified)	-3	-2	-2	1.1	1504	0.83	1	1	4	100	-7
CC(=O)Nc1ccc(S(=O)(=O)Nc2cccc(C(=O)NC(C)(C)C)c2)cc1	6	14	4	1.1	1369	.	0.9	8	7	96	-2

Whole records from above. Order of screens: STAT1 inh | STAT3 inh | PPARg SRC2 recr | TNAP act hiacc | SRC2 TRFRET art | ROMK mod | bIAP activator | PPARg SRC1 recr | bIAP inh | STAT3 activator | PPARg SRC3 recr
COc1ccccc1N1CCN(C(=O)c2ccccc2NC(=O)C2CCCCC2C(=O)O)CC1 (stereo unspecified) across the screens: -3 | -2 | -2 | 1.1 | 1504 | 0.83 | 1 | 1 | 4 | 100 | -7
Cc1ccc(-n2nc3c(c2NC(=O)/C=C\c2ccc4c(c2)OCO4)CSC3)c(C)c1 across the screens: 5 | 3 | -5 | 1 | 1519 | 0.1 | 0.8 | -7 | 18 | 97 | 1
CCCCOP(=O)(OCCCC)C(Nc1ccccc1)c1ccc2c(c1)OCO2 (stereo unspecified) across the screens: -1 | -7 | -1 | 1 | 1532 | 0.32 | 0.9 | 8 | 6 | 110 | 1
CC1CCCCN1CCNC(=O)c1cnn2ccccc12 (stereo unspecified) across the screens: -4 | 2 | 13 | 1 | 1656 | . | 1 | -2 | -2 | 106 | -2
COc1ccc(S(=O)(=O)Nc2ccccc2Cl)cc1NC(C)=O across the screens: 5 | 0 | 1 | 1.1 | 1594 | 1.7 | 1.1 | -1 | -10 | 104 | 3

The listing continues.
SMILES	STAT1 inh	STAT3 inh	PPARg SRC2 recr	TNAP act hiacc	SRC2 TRFRET art	ROMK mod	bIAP activator	PPARg SRC1 recr	bIAP inh	STAT3 activator	PPARg SRC3 recr
COc1ccc(N(C(C)C(=O)Nc2ccc(S(=O)(=O)N3CCOCC3)cc2)S(C)(=O)=O)cc1 (stereo unspecified)	-6	-1	2	0.9	1448	0.75	1.1	5	-11	103	5
O=C(c1ccc(F)cc1)C1CCN(C(=S)NCC2CCCO2)CC1 (stereo unspecified)	9	18	1	1	1475	-1.6	0.9	1	13	91	-3
NC1=NC2(CCC(c3ccccc3)CC2)n2c(nc3ccccc32)N1 (stereo unspecified)	-7	0	2	1.1	1671	.	2.9*	14	-192	103	3
CC1CCCC(NC(=O)COC(=O)[C@@H](NC(=O)c2ccco2)C(C)C)C1C (stereo partly specified)	14	4	10	1	1474	-0.29	1.2	6	-16	101	4
FC(F)(F)c1nnc2sc(-c3ccncc3)nn12	-6	0	7	0.9	1503	0.89	0.9	11	6	103	9
Cc1onc(-c2ccccc2)c1C(=O)c1c[nH]c(C(=O)NCc2ccncc2)c1	9	2	2	1	1573	-0.41	1.2	15	-18	101	-1
Cc1ccc(-n2nc3c(c2NC(=O)c2c(-c4ccccc4Cl)noc2C)CSC3)cc1	8	2	2	1	1665	.	0.9	11	7	101	6
COC(=O)C(CCCN1C(=O)c2ccccc2C1=O)(NC(C)=O)c1nnn(C)n1 (stereo unspecified)	-2	11	3	1	1519	-0.56	0.9	7	9	92	3
O=C(CCC(=O)c1ccc(F)cc1)Nc1cccc(C(F)(F)F)c1	-6	6	0	1	1690	0.24	0.7	2	29	98	2
O=C(C1CCN(CC2CCCCC2)CC1)N1CCCC1	-1	1	-5	1	1508	.	0.5	2	46	105	-7
Cc1cc(C)nc(NC(=O)C(C)N2C(=O)c3ccccc3C2=O)n1 (stereo unspecified)	2	1	-3	1	1515	.	0.9	-5	9	101	-15
O=C(CN1C(=O)NC2(CCCC2)C1=O)NCCC1=CCCCC1	-5	-16	12	1	1162	.	1	6	1	116	12
O=C(/C=C/c1ccc(S(=O)(=O)N2CCOCC2)cc1)N(CCO)Cc1ccccc1	7	16	11	1	1505	1.9	1.1	-2	-10	96	-1
Cc1ccc(OC(=O)NC2CCS(=O)(=O)C2)cc1C (stereo unspecified)	1	6	-8	1	1682	.	0.9	1	8	98	4
CC(C)Oc1cccc(C(=O)Nc2ccc(Br)cc2F)c1	-69	31	-1	1	1515	0.095	1	-5	2	76	-2
Cc1nnc(SCC(=O)NCc2cccs2)[nH]c1=O	-8	-4	1	1.1	1548	0.63	1	0	-2	106	-4
CCCCS(=O)(=O)Nc1ccc2c(c1)ncn2C1CCCCC1	6	18	7	1	1614	.	0.9	8	8	89	6
O=c1cc(CN2CCN(c3ccccc3O)CC2)nc2sccn12	14	-2	5	1	1293	-0.13	1	3	4	99	4
Cc1ccc(NC(=O)C2CCCN(S(=O)(=O)c3c(C)noc3C)C2)cc1 (stereo unspecified)	8	6	11	1	1737	2.1	1.2	-4	-19	100	1
Cc1c(C(=O)C(=O)NCCC2=CCCCC2)c2ccccc2n1C	1	8	2	1	1650	.	0.8	0	23	92	3
CCCCC1(CC(=O)OC)C(=O)N(c2ccccc2)N(c2ccccc2)C1=O	0	3	0	1	1535	0.48	1.1	2	-8	100	1
OC(CNCC(c1ccc(Cl)cc1Cl)c1c[nH]c2ccccc12)c1ccccc1 (stereo unspecified)	-3	10	3	1.1	1399	-0.16	1	-3	0	98	0
Cc1cccc(-n2ncc3c(N(CCO)CCO)ncnc32)c1	-31	-11	9	1	1600	.	0.9	4	12	109	2
CC(C)c1cc(C(=O)Nc2cc(Cl)ccc2O)no1	3	4	0	1	1466	0.22	0.9	0	6	101	1
c1cncc(-c2nnc(-c3cccnc3)nn2)c1	-6	7	5	1	1388	.	1	-3	2	100	-3
Clc1cccc(CSc2nnc(-c3c[nH]c4ccccc34)o2)c1	-1	7	1	1.1	1465	0.69	0.8	-5	20	93	-6

High-throughput results from PubChem BioAssay.
